# Assay outcomes deposited in PubChem BioAssay by Broad Institute.
# EWS-Fli inh – EWS/Fli transcriptional activity inhibition. inhibition, % at 12.6 µM. 0.67% of 350,000 active. AID 651661. A673 NR0B1-luciferase reporter, viability-normalised;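 active = mean inhibition of at least 50% after viability correction, with every replicate also passing that limit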;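 note: firefly luciferase signal divided by Alamar Blue viability fluorescence both relative to DMSO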
# Casp6 inh – blocks human caspase-6 cleavage activity. P55212. purified caspase-6, Z-VEID-R110 cleavage fluorescence. inhibition, % at 12.5 µM. 0.53% of 350,000 active;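 active = mean inhibition across replicates at least about 35%, with every replicate also reaching that limit, limit read from the data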;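 note: 0% = median of neutral control wells and 100% = no fluorescence left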
# Target sequence (P55212 24-179 limits assumed): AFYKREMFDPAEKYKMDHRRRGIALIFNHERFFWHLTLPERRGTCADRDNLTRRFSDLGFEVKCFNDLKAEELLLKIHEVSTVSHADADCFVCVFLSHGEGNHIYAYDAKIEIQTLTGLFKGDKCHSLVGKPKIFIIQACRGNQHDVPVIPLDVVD
# Target sequence (P55212 194-293 limits assumed): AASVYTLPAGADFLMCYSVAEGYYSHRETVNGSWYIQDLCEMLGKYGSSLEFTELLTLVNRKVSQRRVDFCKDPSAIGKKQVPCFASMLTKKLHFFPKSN
# PAX8 reporter – PAX8 transcriptional activity inhibition | inhibition, % at 12.6 µM | RMG-I TPO-luciferase reporter, SteadyGlo, 24 h | 1.2% of 360,000 active;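 active = mean replicate inhibition at least 60% with every replicate also reaching 60%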;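 note: luciferase light reporting Pax8 driven TPO promoter activity; plate controls were median of neutral control wells for no effect and mitoxantrone controls for full effect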
# Cneo AK release – Cryptococcus neoformans lysis via adenylate kinase release; C. neoformans lysis, adenylate kinase release luminescence, 4 h; normalised: neutral wells 0, clomiphene wells 100; lysis activity, % at 15 µM; AID 651654; 0.2% of 360,000 active;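 active = mean lysis activity across replicates of at least 80%, whatever share of replicates individually reach that level; inactive = mean lysis activity below 80%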
#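 read-out = cell lysis signal | test system = log-phase Cryptococcus neoformans yeast cells | input = cells at 5 × 10^6 per mL | medium = fresh YPD growth medium | signal = luminescent adenylate kinase detection reagent | timing = 4 h at 37 °C static, read 1 h later | dosing = single dose | controls = Clomiphene as positive lysis control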
# miR122 inh – blocks miR-122 activity in Huh7 sensor cells. Huh7 miR-122 Renilla luciferase sensor, 48 h; neutral wells = 0, positive control = 100. activation (reporter increase), % at 12.5 µM. 0.3% of 340,000 active;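 active = mean replicate activation score at least 90 and every replicate individually at or above 90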;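 note: higher luciferase means less miR-122 activity so hits act as miR-122 inhibitors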
# LGR2 antag – Drosophila LGR2 receptor signaling inhibition. AID 720647. inhibition, % at 9.99 µM. 0.35% of 380,000 active. HEK293 LGR2, CRE-luciferase, bursicon-stimulated, 4 h;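 active = drop in luminescence signal, shown as inhibition above about 50% in the replicate tests, limit read from the data, passing the limit was not always enough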;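 note: agonist challenge used bursicon conditioned medium at about half maximal strength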
# PGC1a acetyl inh – lowers PGC1a acetylation signal in U2OS cells; 0.17% of 350,000 active; AlphaScreen anti-acetyl-lysine; with virally co-expressed GCN5 acetyltransferase; inhibition, % at 15.6 µM;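 active = every replicate shows inhibition of at least 40%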;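 note: 0% = neutral control wells and 100% = positive control wells; some results beyond the cut were filed as inactive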
# FN deposition inh – fibronectin deposition inhibition | AH1F fibroblasts, Alexa488-fibronectin deposition fluorescence, overnight | inhibition, % at 12.6 µM | 0.086% of 350,000 active | AID 743247;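 active = mean inhibition across replicates of 30% or more, regardless of how many single replicates reach that level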;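 note: positive control wells lacked labelled fibronectin entirely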
#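 test system = AH1F fibroblasts assembling fluorescent fibronectin matrix | quantity = 10000 AH1F cells per well | buffer or medium = DMEM plus 2% serum, read in PBS | doses = single dose, pinned | incubation = 1 h cell attachment, overnight exposure to compound and label | detection = fluorescence at 485 nm excitation, 525 nm emission | read-out basis = inhibition from reduced deposited-fibronectin fluorescence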
# Starred values were filed as active, the others as inactive; nt = not tested or not shown; [ ] = another dose, or the depositor's remark. An unsorted share of the library. About 2.5% of those tested had a hit in this group.
SMILES,EWS-Fli inh,Casp6 inh,PAX8 reporter,Cneo AK release,miR122 inh,LGR2 antag,PGC1a acetyl inh,FN deposition inh
CCS(=O)(=O)c1nc(S(=O)(=O)c2ccc(C)cc2)c(N2CCCC2)s1,-9,2,9,-4,27,4,4,6
c1ccc(CCNCc2ccco2)nc1,0,1,-9,0,-2,8,-17,nt
Cc1ccc(S(=O)(=O)Nc2ccc3c(c2)C(=O)N([C@H](C)CO)C[C@@H](C)[C@@H](CN(C)C(=O)Nc2ccc4c(c2)OCO4)O3)cc1,-3,nt,-24,nt,-4[16.7 µM],-13,-16,nt
O=c1ccc(-c2ccc(S(=O)(=O)Nc3ccc(F)cc3)o2)n[nH]1,-12,5,-1,0,nt,0,nt,-10
O=C(COC(=O)C1COc2ccccc2O1)Nc1ccc(Cl)cc1 (centres undefined),-1,3,2,0,0,0,2,1
CC(C)NC(=O)N(C)C[C@H]1OCCCC[C@H](C)Oc2ccc(NS(=O)(=O)c3cn(C)cn3)cc2C(=O)N([C@@H](C)CO)C[C@H]1C,-15,0,-11,-8,0[16.7 µM],8,4,0
COc1ccc(C(C)=O)cc1COC(=O)c1cnc(C)cn1,nt,nt,18,3,-12,nt,-8,-3
COC(=O)c1ccc(-c2nc(CN3CCN(C(=O)c4ccco4)CC3)c(C)o2)cc1,11,2,4,-1,2,-7,-1,-6
COC(=O)C1CCN(S(=O)(=O)Cc2ccccc2Cl)CC1,-5,-1,-18,1,4,-8,nt,3
O=C(COC(=O)c1nc(Cl)ccc1Cl)NCc1ccc(Cl)cc1Cl,-3,3,-1,-1,2,8,nt,-2

# Some of these compounds in order of their number in miR122 inh, smallest number first:
SMILES	miR122 inh
c1ccc(CCNCc2ccco2)nc1	-2
O=C(COC(=O)C1COc2ccccc2O1)Nc1ccc(Cl)cc1 (centres undefined)	0
COC(=O)c1ccc(-c2nc(CN3CCN(C(=O)c4ccco4)CC3)c(C)o2)cc1	2

# (listing goes on)
SMILES,EWS-Fli inh,Casp6 inh,PAX8 reporter,Cneo AK release,miR122 inh,LGR2 antag,PGC1a acetyl inh,FN deposition inh
O=C(O)CCN(Cc1ccccc1)S(=O)(=O)c1ccccc1Cl,-8,2,-4,nt,nt,17,2,3
CCOc1ccc(-c2c(C(=O)N/N=C/c3cccnc3)nnn2-c2nonc2N)cc1,-12,0,1,0,-5,13,-3,11
COCCCn1c(=N)c(C(=O)NCc2ccc3c(c2)OCO3)cc2c(=O)n3cccc(C)c3nc21,-8,5,5,nt,nt,16,-3,8
Cc1ccccc1C(=O)N(Cc1cccs1)C1CCS(=O)(=O)C1 (centres undefined),2,-4,4,0,-4,-6,2,2
C[C@H](CO)N1C[C@H](C)[C@H](CN(C)Cc2ccc(C(F)(F)F)cc2)Oc2ccc(NC(=O)Nc3cccc4ccccc34)cc2C1=O,15,-4,nt,3,-10[16.7 µM],26,-3,8
O=C(Cc1ccc(S(=O)(=O)N2CCOCC2)s1)Nc1cc(C(F)(F)F)ccc1N1CCCC1,16,10,19,0,nt,7,nt,-3
CN(CC(=O)Nc1ccccc1Br)C(=O)CN1CCN(c2ccccc2Cl)CC1,-1,-2,9,-1,1,0,5,1
CCCCNC(=O)c1onc(CSc2cccc(C)c2)c1C(=O)O,-6,0,-25,-1,0,11,-12,-15
C/C=C/c1cnc2c(c1)C(=O)N([C@H](C)CO)C[C@@H](C)[C@@H](CN(C)C(=O)Nc1ccc(OC)cc1)O2,-1,0,nt,0,1[16.7 µM],12,-1,-5
COc1ccc(C(=O)NCC(=O)OCC(=O)Nc2ccc(C)c(S(=O)(=O)N(C)C)c2)cc1OC,21,4,9,1,64,13,32,-5
CN(CC(=O)Nc1ccc(S(=O)(=O)N2CCOCC2)cc1)Cc1ccc(F)cc1,9,-1,3,0,3,23,-4,-5
Cc1noc(C)c1S(=O)(=O)N(C)C[C@@H]1OCCCC[C@@H](C)Oc2ccc(NC(=O)Nc3ccc(C(F)(F)F)cc3)cc2C(=O)N([C@H](C)CO)C[C@@H]1C,3,0,nt,3,-2[16.7 µM],-9,0,nt
COc1ccc([N+](=O)[O-])cc1N(CC(O)CN(C)C)S(=O)(=O)c1ccccc1 (centres undefined),4,-2,-3,-1,7,0,-5,3
O=C(COc1cccc2cccnc12)NCC(F)(F)F,nt,nt,-17,1,3,nt,-1,1
CN(C)c1cccc(C(=O)OCC(=O)NCc2ccco2)c1,nt,nt,-10,4,-2,nt,-4,-3
O=C(NN1C(=O)c2ccccc2NC1c1cccnc1)c1ccccc1 (centres undefined),-7,3,-5,0,-17,nt,nt,11
Cc1ccccc1-c1ccc(CN2CCN(C)C(CCO)C2)cc1 (centres undefined),-28,-6,3,-1,28,-14,5,3
O=C1c2cccc3cccc(c23)C(=O)N1c1ccc(O)cc1,3,1,9,1,-14,14,17,7
O=C(O)c1ccccc1-n1cccc1C(=O)O,2,28,11,18,-2,nt,0,4
CC(=O)OCC1OC(c2ccccc2)C(OC(C)=O)C(OC(C)=O)C1OC(C)=O (centres undefined),nt,nt,nt,10,nt,-3,8,8
CCC(=O)N1C[C@H](C)[C@H](OC)CN(C)C(=O)c2ccc(NC(=O)C3CCCCC3)cc2OC[C@H]1C,2,-1,-17,-1,1[16.7 µM],-21,nt,-2
Cc1ccc(Cn2ccc(NC(=O)c3cc(-c4ccccc4)on3)n2)cc1,-7,-7,nt,6,0,-11,-10,nt
CCOP(=O)(c1ccccc1)c1nc(-c2ccccc2C)oc1NCc1ccccc1 (centres undefined),7,-3,29,nt,nt,7,-7,-2
O=C(COC(=O)Cc1ccccc1[N+](=O)[O-])NCc1ccccc1Cl,-1,0,-2,nt,nt,16,nt,3
COc1ccccc1NS(=O)(=O)c1ccc(C(=O)NCC(c2ccc(F)cc2)N2CCOCC2)cc1 (centres undefined),-5,0,4,-1,4,10,11,-25
Cc1ccc(NC(=O)c2c(C(F)(F)F)nn(C)c2SCc2cccc(C(F)(F)F)c2)cc1C,nt,nt,-44,0,-15,nt,nt,-9
O=C(NCCCN1CCCC1=O)c1c(O)nc2sccn2c1=O,-3,-2,4,-1,-9,-10,-3,-5
CC(C)N(C)CCOC(=O)c1ccc2c(c1)OCCO2,nt,nt,-16,0,8,nt,3,5
O=C(Cc1ccccc1F)Nc1cc(Cl)ccc1N1CCCC1,4,-4,-27,0,-3,-16,-18,2
CCOC(=O)c1c(-c2ccccc2)csc1NC(=O)C(C)NCCCN1CCOCC1 (centres undefined),9,-5,-8,nt,nt,19,nt,2
CC(C)CCC1(C)NC(=O)N(CC(=O)Nc2ccc3c(c2)OCCO3)C1=O (centres undefined),-4,0,-2,-2,-11,-12,-1,0
CC(C)c1nnc(NC(=O)CCC(=O)N2CCN(c3cccc(Cl)c3)CC2)s1,-5,nt,-10,8,-3,0,-2,-4
C=CCN(c1ccccc1OC)S(=O)(=O)c1cccc(C(=O)NCc2cccs2)c1,-3,1,24,2,39,-6,-10,2
CCC(=O)N(C)C[C@H]1Oc2ncc(C3=CCCC3)cc2C(=O)N([C@@H](C)CO)C[C@H]1C,-1,0,nt,0,2[16.7 µM],-20,14,8
COc1ccccc1CCc1nnc(CCC(=O)N(C)Cc2cccc3cnccc23)o1,-90,2,-112,2,-3,-34,-11,-6
O=C(COc1ccc(Br)cc1Cl)N1CCN(c2ccccn2)CC1,nt,-1,9,-2,-1,11,-1,nt
O=C(NNC(=S)Nc1ccc(F)cc1)C1CC1c1ccc(Cl)cc1 (centres undefined),6,1,4,nt,nt,-6,nt,-1
Cc1ccc(NC(=O)COC(=O)c2cccnc2Cl)cc1S(=O)(=O)N1CCCCC1,7,4,-8,-2,-5,14,-2,-4
CCCCn1c(N)c(N(CCOC)C(=O)CCCc2nc3ccccc3s2)c(=O)[nH]c1=O,-3,1,0,0,4,-11,-7,-5
O=C(COC(=O)c1ccc(S(=O)(=O)N2CCCC2)cc1)NCc1ccco1,-1,6,6,-7,-2,7,-2,-6
CC(=O)NC1C(Oc2ccc3c(C)cc(=O)oc3c2)OC(COC(C)=O)C(OC(C)=O)C1OC(C)=O (centres undefined),4,2,4,nt,nt,2,5,7
CC(=O)N(C)C[C@@H]1Oc2cc(/C=C/c3ccccc3)ccc2S(=O)(=O)N([C@@H](C)CO)C[C@H]1C,-8,-1,nt,-6,5[16.7 µM],-2,-2,nt
COc1cccc(C2CC(c3ccc(Cl)cc3)Nc3nc(N)nn32)c1 (centres undefined),0,-2,-14,-1,-5,-13,3,1
CCCNC(=O)N1CC2(C1)[C@H](c1ccccc1)[C@@H](CO)N2C(=O)CC1CC1,14,-1,-7,nt,nt,19,6,-3
C[C@@H]1COC(=O)[C@H](CC(=O)OC(C)(C)C)C/C=C\C[C@@H](CC(=O)NCCO)C(=O)N1,0,-2,7,2,nt,10,nt,1
O=[N+]([O-])c1ccc(-c2c(-c3ccccc3)ncc3ccc(F)cc23)cc1,-41,nt,-66,7,-1,-24,nt,-18
Cc1ccc(C(C(=O)NC2CCCCC2)N2CCC3(CC2)OCCO3)cc1 (centres undefined),nt,nt,-4,2,-5,nt,nt,2
COc1cccc(CNC(=O)Cn2ncn3cccc3c2=O)c1OC,-18,-1,-21,0,23,-9,5,-6
Cc1cc(C)c(C#N)c(SCCN2CCCCC2)n1,-76,-2,3,-1,1,-15,-2,1
Cc1noc(C)c1NC(=O)Nc1cccc2c1O[C@@H](CN(C)C(=O)Nc1ccc3c(c1)OCO3)[C@H](C)CN([C@@H](C)CO)C2=O,1,0,-31,-3,1[16.7 µM],3,8,1
# Next part
SMILES,EWS-Fli inh,Casp6 inh,PAX8 reporter,Cneo AK release,miR122 inh,LGR2 antag,PGC1a acetyl inh,FN deposition inh
O=C(CSc1nc2ccc(Cl)cc2[nH]1)NC1CCCC1,2,4,-5,2,nt,6,nt,2
O=C(CSc1n[nH]c(-c2cccnc2)n1)Nc1ccc(Br)cc1,2,3,-9,1,nt,15,nt,-7
O=C(c1cccc(Oc2ccc([N+](=O)[O-])cc2Cl)c1)N1CCOCC1,nt,-1,13,3,nt,8,2,nt
C=Cc1ccc(Cn2c(C)c(C(=O)NCc3cccc([N+](=O)[O-])c3)sc2=O)cc1,-3,2,6,2,nt,-3,nt,-5
O=C(CN(Cc1ccccc1)S(=O)(=O)c1ccccc1)N1CCOCC1,nt,nt,5,-3,-7,nt,6,nt
COc1cccc(C2NC(=O)NC(C)=C2C(=O)OCC2CCCCC2)c1 (centres undefined),11,-3,5,3,nt,16,nt,1
CCc1c(Nc2ccccc2C)nc(N)[nH]c1=O,4,-3,10,0,1,18,-11,nt
CN1c2ccc(Br)cc2[C@@H]2[C@@H](CCN2C(=O)C2CC2)[C@H]1CO,-28,0,-73,7,-8[16.7 µM],-13,9,-8
Cc1ccc(N(CC(=O)NCc2cccnc2)S(C)(=O)=O)cc1C,nt,nt,-6,0,-2,nt,nt,8
Cn1c(N/N=C\c2cccc(O)c2)cc(=O)n(C)c1=O,nt,nt,-5,-6,8,4,-1,10

# Complete entries, looked up by structure.
# COc1ccccc1NS(=O)(=O)c1ccc(C(=O)NCC(c2ccc(F)cc2)N2CCOCC2)cc1 (centres undefined) is entered as EWS-Fli inh: -5; Casp6 inh: 0; PAX8 reporter: 4; Cneo AK release: -1; miR122 inh: 4; LGR2 antag: 10; PGC1a acetyl inh: 11; FN deposition inh: -25
# O=C(COC(=O)c1nc(Cl)ccc1Cl)NCc1ccc(Cl)cc1Cl is entered as EWS-Fli inh: -3; Casp6 inh: 3; PAX8 reporter: -1; Cneo AK release: -1; miR122 inh: 2; LGR2 antag: 8; PGC1a acetyl inh: nt; FN deposition inh: -2
